Compound activity deposited in PubChem by several laboratories.
TNAP activation fold: human TNAP enzyme activators, primary screen, biochemical, luminescent, no phosphate acceptor, uHTS (AID 1001); Alkaline phosphatase, tissue-nonspecific isozyme (Homo sapiens); purified TNAP, luminescent activation assay, no phosphate acceptor; higher activation fold means a stronger effect; one-dose activation fold at 20 µM; EC50 in µM for titrated hits; hit rate 0.03% among 200,000; in the data active = activation fold from about 3, or a potency from the dose series; inactive = the rest, 99 in 100 with activation fold below about 1.6; also: many of its hits are not listed in these tables
PhoP inhibition: inhibitors of PhoP regulon expression, primary screen, Salmonella Typhimurium, GFP reporter (AID 1863); S. Typhimurium PhoP-regulated promoter GFP reporter, 4 h; higher % means a stronger effect; one-dose inhibition, % at 50 µM; IC50 in µM for titrated hits; hit rate 0.16% among 300,000;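 active = inhibition over 29.93%, a cutoff 3 SD above the screen mean, later confirmed by dose response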;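 also: 0% = low Mg2+ inducing control and 100% = high Mg2+ repressing control; strong numbers were not always called active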
human PMI inhibitors: human PMI inhibitors, high substrate, primary screen, biochemical, fluorescence intensity, high mannose 6-phosphate (AID 1220). Mannose-6-phosphate isomerase (Homo sapiens). hit rate 0.66% among 190,000. recombinant PMI enzyme, coupled fluorescence intensity; higher % means a stronger effect. one-dose inhibition, % at 20 µM; IC50 in µM for titrated hits
ER stress rescue: rescue of cells from ER stress-induced death, primary screen, 384-well, CSM14.1, thapsigargin, ATP luminescence (AID 1222); CSM14.1 thapsigargin-induced death rescue, ATP luminescence; higher % means a stronger effect; cellular ATP content (survival), % at 20 µM, or EC50 in µM where a hit was titrated; 190,000 tested, under 10 active;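 active = EC50 below 50 µM in the dose-response confirmation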;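 also: death triggered by thapsigargin at about 15 µM added after 2 h compound pretreatment; cell ATP read after overnight thapsigargin exposure of roughly 18 to 22 hours; normalized against plate controls of thapsigargin alone and 5% DMSO vehicle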
Insulin prom up: insulin promoter activators in MIN6 cells, imaging, high-content screening, mouse beta cells; z-score at 5 µM; MIN6 insulin promoter-GFP reporter; active compounds read high; hit rate 0.3% among 190,000; AID 1625, 2009;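 active = z-score above 3 at 5 µM with at least 500 cells counted in the well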
human PMI inhibition: inhibitors of human PMI, primary screen, biochemical, fluorescence intensity, coupled assay (AID 1209) | hit rate 0.42% among 190,000 | inhibition, % at 20 µM; hits with a dose series show IC50 in µM | purified PMI enzyme, coupled fluorescence intensity; higher % means a stronger effect | Mannose-6-phosphate isomerase (Homo sapiens);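 also: plate controls were DMSO vehicle for no effect and wells lacking substrate for full effect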
RSV CPE inhibition: RSV antiviral activity via CPE protection, HEp-2 cells, primary 10 µM value included (AID 2391). HEp-2 cells, RSV-induced CPE inhibition; higher % means a stronger effect. one-dose CPE inhibition, % at 10 µM; IC50 in µM for titrated hits. hit rate 0.13% among 310,000; in the data active = a potency from the dose series; also: strong numbers were not always called active
West Nile antiviral: West Nile virus antiviral activity, cell-based, CPE readout (AID 1621). West Nile virus-infected cells, CPE inhibition; higher % means a stronger effect. CPE inhibition, % at 10 µM, or IC50 in µM where a hit was titrated. hit rate 0.02% among 290,000; in the data active = a potency from the dose series; also: strong numbers were not always called active
SV40 large T antigen: SV40 large T antigen inhibitors, biochemical (AID 1903) | SV40 large T antigen ATPase/helicase inhibition assay; higher % means a stronger effect | inhibition, % at 20 µM, or IC50 in µM where a hit was titrated | hit rate 0.39% among 310,000; in the data active = a potency from the dose series; also: strong numbers were not always called active
Insulin prom up cell count: further read-out of Insulin prom up, marked with its call; cell count; measured here: cytotoxicity, nuclei count;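 total cells summed across four imaged fields per well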
Starred values were filed as active, the others as inactive; · = no result given. Rule as the data show it, unless noted: active = inhibition above about 50%; inactive = the rest.

SMILES | TNAP activation fold | PhoP inhibition | human PMI inhibitors | ER stress rescue | Insulin prom up | Insulin prom up cell count | human PMI inhibition | RSV CPE inhibition | West Nile antiviral | SV40 large T antigen
COc1ccc(NC(=O)CCC(=O)N/N=C/c2ccc([N+](=O)[O-])s2)cc1 | 0.8 | 18% | -12% | 2.3% | -0.17 | 1131 | -10% | 1.0% | 0.6% | -1%
CC(=O)c1c(C)[nH]c(=S)c(C#N)c1-c1ccc(F)cc1 | · | -13% | · | · | -0.08 | 1068 | · | 5.5% | 0.0% | 25%
CCOC(=O)c1sc(NC(=O)CSC(=S)N2CCOCC2)nc1C | · | -4% | · | · | 1.1 | 1091 | · | 2.7% | -0.3% | 17%
Cc1cc(-c2ccccc2)c2c3c(cn2n1)c(=O)n(C)c(=O)n3C | 1 | 3% | -80% | · | -0.13 | 1359 | -38% | 1.6% | 0.2% | 5%
O=C(NCCCN1CCCC1)c1ccc(CS(=O)(=O)c2c(Cl)cccc2Cl)o1 | · | -7% | · | · | · | · | · | 0.6% | -0.5% | 11%
N#CC(C#N)=C1NC(N)=C(C#N)C(c2ccccc2)=C1C#N | · | -3% | · | · | · | · | · | 1.9% | 0.2% | 26%
O=C(NNC1=Nc2cccc3cccc1c23)c1ccccc1Br | 1.9 | -7% | 11% | 0.5% | 0.27 | 1350 | 15% | 3.4% | -0.8% | 0%
CCOc1ccc(C(=O)NCC(c2cccs2)N(C)C)cc1 (stereo not given) | 1.1 | -4% | -1% | -1.6% | 0.21 | 978 | -4% | 0.4% | -0.6% | 3%
CN(CCOc1ccccc1)CCOc1ccccc1 | · | 8% | · | · | · | · | · | 0.1% | -0.5% | 3%
CCCS(=O)(=O)N1CCN(C2Cc3ccccc3C2)CC1 | · | 1% | · | · | 1.4 | 975 | · | -1.2% | 0.4% | 12%

Complete entries from above. Screens in order: TNAP activation fold, PhoP inhibition, human PMI inhibitors, ER stress rescue, Insulin prom up, Insulin prom up cell count, human PMI inhibition, RSV CPE inhibition, West Nile antiviral, SV40 large T antigen
CCOc1ccc(C(=O)NCC(c2cccs2)N(C)C)cc1 (stereo not given) across the screens: 1.1, -4%, -1%, -1.6%, 0.21, 978, -4%, 0.4%, -0.6%, 3%
N#CC(C#N)=C1NC(N)=C(C#N)C(c2ccccc2)=C1C#N across the screens: ·, -3%, ·, ·, ·, ·, ·, 1.9%, 0.2%, 26%
CCCS(=O)(=O)N1CCN(C2Cc3ccccc3C2)CC1 across the screens: ·, 1%, ·, ·, 1.4, 975, ·, -1.2%, 0.4%, 12%

Next part
SMILES | TNAP activation fold | PhoP inhibition | human PMI inhibitors | ER stress rescue | Insulin prom up | Insulin prom up cell count | human PMI inhibition | RSV CPE inhibition | West Nile antiviral | SV40 large T antigen
C(=N/N1CCN(c2ccccc2)CC1)/c1cccs1 | 1.1 | -9% | 10% | -1.3% | 0.2 | 1954 | 13% | 2.5% | · | 0%
CC(=O)NC(C)c1nc2ccccc2n1CC(=O)NC(C)CCc1ccccc1 (stereo not given) | 1.2 | -6% | 1% | 0.1% | 1 | 1105 | -3% | 0.9% | -0.1% | 4%
O=S(=O)(N=S(N1CCCCC1)N1CCCCC1)c1ccccc1 | 0.9 | -1% | 2% | -1.6% | 0.37 | 1251 | 3% | -0.1% | -0.9% | 5%
CC(=O)C(C(C)=O)C(c1ccccc1)c1nc2ccccc2[nH]c1=O (stereo not given) | · | 16% | · | · | · | · | · | 1.4% | -0.4% | 1%
c1ccc(Nc2nc(-c3ccncc3)cs2)cc1 | 1 | 4% | 9% | -3.4% | · | · | 7% | 10% | -0.2% | 6%
CN(C)c1nc(SCc2ccc(Cl)cc2)nc2c1CCCC2 | 1.1 | 1% | 11% | -0.8% | -0.28 | 1837 | 9% | 2.1% | 0.3% | 6%
Fc1cccc(NC(=S)NCC(c2cccnc2)N2CCOCC2)c1 (stereo not given) | 1 | -1% | 5% | 6.2% | 0.22 | 1421 | 15% | -0.2% | -0.5% | 10%
CCN1CC(CNCc2cn(-c3ccc(OC)cc3)nc2-c2ccccc2Cl)CC1=O (stereo not given) | 1 | 3% | 15% | 1.7% | -0.73 | 1449 | 12% | -2.0% | -0.5% | 12%
CCc1ccc(N(CC)c2ncnc3nc[nH]c23)cc1 | 1.2 | -1% | 15% | · | -0.12 | 1352 | 28% | 3.5% | 0.3% | 3%
Cc1nc2ccccc2c(-c2ccccc2)c1C(=O)c1ccccc1 | 1 | 3% | 13% | 4.8% | 0.12 | 883 | 18% | 17% | -0.2% | 0%
O=C(COc1ccc2c(-c3ccccc3)cc(=O)oc2c1)NCC(O)c1ccccc1 (stereo not given) | · | -2% | · | · | · | · | · | -0.4% | 0.7% | 19%
CN(C)CCC(O)c1ccccc1 (stereo not given) | · | -3% | · | · | 0.64 | 1033 | · | · | -0.1% | 8%
Cc1ccc(OCc2nnc(SCC(=O)Nc3sc(C)c(C)c3C#N)n2C)cc1 | 1.1 | 26% | 4% | -1.6% | -0.26 | 1032 | -3% | 3.7% | -1.0% | 9%
O=C(OCc1ccccc1)/C(=C/c1cccc(Br)c1)NC(=O)c1ccco1 | · | 1% | · | · | · | · | · | 5.6% | 0.1% | 9%
CC(C)(C)OC(=O)N1CCC(C(=O)N2CCC[C@H]2C(=O)O)CC1 | 1.1 | 5% | 6% | -0.5% | -0.51 | 1316 | 6% | -0.3% | -0.5% | 0%
O=C(Cn1cnc2scc(-c3ccc(Cl)cc3)c2c1=O)N1CCOCC1 | · | 0% | · | · | -0.48 | 1054 | · | -0.8% | 0.2% | 7%
COc1ccc(CCNC(=O)Nc2cccc([N+](=O)[O-])c2)cc1OC | 1 | -6% | 11% | 0.4% | 1.1 | 1374 | -1% | 3.7% | -1.3% | 4%
O=C(NC(=S)NCCOCc1ccc(Cl)cc1)c1cccnc1 | 1.1 | -1% | 2% | -0.8% | -0.04 | 1442 | 0% | 1.1% | 0.0% | 7%
FC(F)(F)c1nnc(-c2ccccc2)nc1N1CCCC1 | 1 | 3% | 0% | 1.0% | -0.17 | 1352 | 7% | -0.1% | 0.6% | 7%
CC(C)C(NC(=O)c1ccc(C(C)(C)C)cc1)C(=O)Nc1cccc(S(N)(=O)=O)c1 (stereo not given) | 1 | 6% | 7% | 1.7% | 1.8 | 1217 | 4% | 4.5% | -0.8% | 13%
O=C(Nc1ccc(Oc2nnc(-c3ccccc3)c3ccccc23)cc1)c1ccccc1 | 1 | 5% | -3% | 0.0% | -0.56 | 1362 | 10% | 7.9% | -0.6% | 11%
CC(NC(=O)/C(C#N)=C/c1cccs1)c1ccccc1 (stereo not given) | 1.1 | 0% | 1% | -1.6% | -0.26 | 1283 | 0% | 7.4% | 0.6% | 29%
COc1ccc(CN(C)C(=S)Nc2ccc(OC(F)F)cc2)cc1 | 1 | -2% | -14% | -6.4% | -0.33 | 1076 | -16% | 3.0% | -1.0% | 10%
CC1(C)CC(NC(=O)COc2ccc(Cl)cc2Cl)CC(C)(C)N1 | · | 2% | · | · | · | · | · | 1.9% | -0.1% | 10%
CC1(C)C2CCC1(CS(=O)(=O)Nc1ccc(S(=O)(=O)N3CCCCC3)cc1)C(=O)C2 (stereo not given) | 0.8 | -13% | 9% | 10% | · | · | 14% | 1.2% | 0.0% | 7%
N#Cc1ccccc1COC(=O)c1ccc(Br)o1 | · | -1% | · | · | · | · | · | 1.1% | -0.5% | 7%
Clc1cc(Cl)cc(CSc2nnc(-c3sccc3-n3cccc3)o2)c1 | 1.1 | 9% | 12% | -3.8% | -0.17 | 1498 | 10% | 3.2% | -0.3% | -6%
CCCCc1nc(NCCNC(=O)c2ccco2)c(C#N)c2c1CSC(C)(C)C2 | 1 | -8% | 5% | 1.0% | 0.28 | 617 | 20% | 1.8% | -0.7% | 4%
CC/C(=C/c1sc2ccc(C)cc2[n+]1CCO)SC | · | · | -149% | -1.1% | -0.03 | 1471 | -76% | 5.1% | 0.1% | ·
NC(=O)c1ccc(NC(=O)CCNC(=O)c2ccco2)cc1 | · | -3% | · | · | -0.13 | 1031 | · | 1.2% | 0.4% | 10%

Five entries drawn at random from the list so far:
SMILES | TNAP activation fold | PhoP inhibition | human PMI inhibitors | ER stress rescue | Insulin prom up | Insulin prom up cell count | human PMI inhibition | RSV CPE inhibition | West Nile antiviral | SV40 large T antigen
CC(NC(=O)/C(C#N)=C/c1cccs1)c1ccccc1 (stereo not given) | 1.1 | 0% | 1% | -1.6% | -0.26 | 1283 | 0% | 7.4% | 0.6% | 29%
N#Cc1ccccc1COC(=O)c1ccc(Br)o1 | · | -1% | · | · | · | · | · | 1.1% | -0.5% | 7%
CC1(C)C2CCC1(CS(=O)(=O)Nc1ccc(S(=O)(=O)N3CCCCC3)cc1)C(=O)C2 (stereo not given) | 0.8 | -13% | 9% | 10% | · | · | 14% | 1.2% | 0.0% | 7%
COc1ccc(CN(C)C(=S)Nc2ccc(OC(F)F)cc2)cc1 | 1 | -2% | -14% | -6.4% | -0.33 | 1076 | -16% | 3.0% | -1.0% | 10%
NC(=O)c1ccc(NC(=O)CCNC(=O)c2ccco2)cc1 | · | -3% | · | · | -0.13 | 1031 | · | 1.2% | 0.4% | 10%

(more compounds)
SMILES | TNAP activation fold | PhoP inhibition | human PMI inhibitors | ER stress rescue | Insulin prom up | Insulin prom up cell count | human PMI inhibition | RSV CPE inhibition | West Nile antiviral | SV40 large T antigen
Oc1ccc(/C=N/N=C/c2ccc(O)c(O)c2)cc1O | · | -2% | · | · | · | · | · | 6.7% | -0.3% | 1.1µM*
CC(CNC(=O)CN1C(=O)c2cccnc2Oc2ccc(Cl)cc21)c1ccccc1 (stereo not given) | · | -4% | · | · | · | · | · | 3.7% | -0.3% | 7%
c1ccc(N/N=C2\CCCc3ccccc32)nc1 | 1 | 5% | 31% | -0.1% | 0.1 | 1161 | -2% | 2.1% | -0.4% | 1%
CCCCC1(C)OC(=O)C(=Cc2ccc(-c3ccc(Cl)c(C(=O)O)c3)o2)C(=O)O1 (stereo not given) | · | 3% | · | · | 1.3 | 1325 | · | -0.8% | 0.4% | 17µM*
CCOC(=O)c1cccc(NC(=O)CSc2nc(N)cc(N)n2)c1 | 1 | 17% | -7% | 0.7% | -0.22 | 852 | -6% | 4.3% | 0.2% | -3%
Cc1ccc(S(=O)(=O)N(C)c2ccc(OCC(=O)NC3=NCCS3)cc2)cc1 | 1.1 | -4% | 6% | -0.6% | -0.19 | 1265 | 0% | 1.1% | -0.1% | 3%
COc1ccc(OC)c(CN2CCC(CNC(=O)Nc3cccc(Cl)c3)CC2)c1 | 1.2 | -8% | -4% | -2.8% | 0.38 | 1557 | -5% | -1.2% | 0.4% | 8%
Cc1cccc(NC(=S)NNC(=O)Cc2ccccc2)c1 | 1.8 | 0% | 5% | -0.6% | 0.15 | 1569 | 9% | 0.6% | 0.5% | 1%
O=C(O)c1ccc(CSc2nc(-c3ccc(Cl)cc3)cc(C(F)(F)F)n2)cc1 | 1.1 | -6% | 14% | -1.5% | 0.87 | 1367 | 14% | 16% | 0.0% | 2%
CC12CC3CC(C)(C1)CC(C(=O)NC(=S)N1CCCCC1)(C3)C2 | 0.9 | 16% | -1% | -0.4% | -0.23 | 1512 | 7% | 0.1% | 2.3% | -1%
O=C(O)C1CC=CCC1C(=O)Nc1cccc(F)c1 (stereo not given) | 1.1 | -14% | 6% | · | 0.39 | 1113 | 18% | -0.9% | -0.1% | 3%
